# Anthrax LF prot – Bacillus anthracis LF protease inhibitors, primary screen, biochemical, multiplex microsphere, MLPCN library; AID 588501, 2011; Lethal factor (Bacillus anthracis), P15917; multiplex microsphere protease cleavage assay; inhibition, % at 10 µM; 0.12% of 360,000 active; note: plate controls were buffer without enzyme for full effect and enzyme alone for no effect
# Y pestis TopoI – Yersinia pestis topoisomerase I inhibitors, primary screen, biochemical, cleavage product accumulation, plate reader, single point; DNA topoisomerase I (Yersinia pestis CO92); 0.064% of 360,000 active; activity, % at 10 µM; Y. pestis Topo-I cleavage product accumulation; in the data active = activity above about 50%, passing the limit was not always enough; inconclusive = no clear call, values can overlap the other calls; note: inactives centre near 2
# 3CLpro inhibitor – SARS-CoV 3CLpro protease inhibitors, primary screen, biochemical, quenched FRET; recombinant SARS-CoV 3CLpro, quenched FRET peptide cleavage; inhibition, % at 6 µM; 0.14% of 290,000 active; in the data active = inhibition above about 12%
# PfHsp40 rescue – rescue of yeast from PfHsp40 toxicity, primary screen, S. cerevisiae, ATP luminescence; S. cerevisiae expressing PfHsp40, growth rescue; growth rescue, % at 12.5 µM; 0.68% of 340,000 active; in the data active = growth rescue above about 28%, passing the limit was not always enough; inconclusive = no clear call, values can overlap the other calls;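 note: yeast W303a lacking pdr1 and pdr3 grown in galactose medium; growth measured after three days at 30 °C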
# PrPC surface inh – inhibitors of human cell surface prion protein PrPC, primary screen, cell-based, TR-FRET | TR-FRET read-out | 0.43% of 370,000 active | inhibition, % at 13.8 µM | Major prion protein (Homo sapiens), P04156; in the data active = inhibition above about 24%; note: 0% = median of the test wells and 100% = reference compound wells
# BH1578 lux ind – inducers of Vibrio cholerae quorum light production without autoinducers, primary screen, BH1578 luxS cqsA deficient, single point. V. cholerae BH1578 lux reporter, luminescence, 6 h. activation, % at 18.7 µM. 0.16% of 350,000 active. AID 588436, 2011; in the data active = activation mostly above about 9.7%, no sharp cut-off; inconclusive = no clear call, values can overlap the other calls; inactive = mostly below about 3.7%; note: not every result past the cut was called active; inactives centre near 0; reference of the scale not given here
# BoNT-A LC inh2 – BoNT/A light chain protease inhibitors, primary screen, biochemical, flow cytometry, MLPCN library; Botulinum neurotoxin type A light chain protease (Clostridium botulinum A str. ATCC 3502); multiplex microsphere protease substrate cleavage; inhibition, % at 10 µM; 0.17% of 360,000 active; note: plate controls were buffer without enzyme for full effect and enzyme alone for no effect
# SSB-PriA inh – inhibitors of Klebsiella pneumoniae PriA binding to SSB C-terminal tail, primary screen, biochemical, AlphaScreen. PriA–SSB C-terminal tail interaction (Klebsiella pneumoniae). AlphaScreen SSBct-PriA binding, biotinylated peptide. 0.6% of 430,000 active. AID 1272365, 2023. inhibition, % at 33 µM; in the data active = inhibition mostly above about 37%, no sharp cut-off; inactive = mostly below about 20%;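 note: plate controls were negative control peptide for no effect and reference peptide for full effect; strong numbers were not always called active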
# TcdB inh – TcdB glycohydrolase inhibitors, primary screen, biochemical, single point, plate reader; 0.24% of 350,000 active; Toxin B (Clostridioides difficile), P18177; inhibition, % at 9.99 µM; TcdB glycohydrolase enzymatic assay; in the data active = inhibition above about 10%
# * = called active by the depositor; i = inactive; ? = inconclusive; / = no result given. Cut-off read from the data, not from the text of the source, unless noted: active = inhibition above about 30%; inconclusive = no clear call, values can overlap the other calls; inactive = below that. A portion of the library, so the mix of outcomes need not match the whole.
no.	Structure	Anthrax LF prot	Y pestis TopoI	3CLpro inhibitor	PfHsp40 rescue	PrPC surface inh	BH1578 lux ind	BoNT-A LC inh2	SSB-PriA inh	TcdB inh
1	COc1cccc(COC(=O)c2nn(-c3ccccc3)nc2N)c1	1	-1	5	-1.6	0	-6.7	0.7	-22	-0.4
2	O=C(CCCN1C(=O)/C(=C/c2ccc(F)cc2)SC1=S)Nc1ccc(C(=O)O)cc1	-4	11	/	/	2	i	0.0	/	1.3
3	O=C1Nc2ccccc2C1=NN1CCCCCC1	-6	5	/	-0.9	-10	i	-0.4	15	0.6
4	O=C(/C=C/c1ccc2c(c1)OCO2)c1ccc(F)cc1	4	20	-1	0.4	9	-0.6	0.2	-28	1.4
5	Cc1ccc(OCC(=O)NN=C2c3ccccc3-c3ccccc32)cc1	1	9	-4	0.4	5	-0.2	-1.0	-8	0.2
6	Cc1nn(C)c(C)c1NC(=O)Nc1ccc(Cl)c(Cl)c1	2	3	4	-2.2	5	-3.0	-1.5	-2	1.4
7	Cc1ccc(Cl)cc1N1CCN(S(=O)(=O)c2ccc3[nH]c(=O)ccc3c2)CC1	-3	4	2	0.3	-4	i	-1.5	0	1.9
8	Cc1cccc(C(=O)NCCCNC(=O)c2cccc(C)c2)c1	-14	6	-1	-0.2	-3	-0.6	3.5	-13	-0.3
9	Cc1ccc(NC(=S)Nc2ccc(OC(F)F)c(Cl)c2)cc1F	-6	-19	1	?	13	-0.4	-0.6	-8	1.5
10	Cc1noc(C)c1CSCC(=O)Nc1ccc(S(C)(=O)=O)cc1	/	5	/	-1.3	4	0.7	/	-2	0.6
11	CC(=O)Nc1sc(C)c(C)c1C(=O)OCCOc1ccccc1	-1	1	-3	1.5	-5	-1.0	-2.1	-6	1.0
12	O=C(OC(C(=O)NCc1ccccc1)c1ccccc1F)c1ccco1 (stereo not drawn)	-4	3	-2	-1.8	-1	-0.2	-1.9	-6	1.9
13	Cc1c(C(=O)OC(C)C)sc(NC(=O)C2CCCO2)c1C(=O)OC(C)C (stereo not drawn)	-6	5	-3	0.0	-5	i	-0.6	-18	0.9
14	CCC(=O)c1c(NC(C)C)cc(C)oc1=O	0	3	-1	-0.9	-3	i	0.2	-11	0.1
15	CC(Sc1nc2scc(-c3ccccc3)c2c(=O)[nH]1)C(=O)NC(N)=O (stereo not drawn)	1	6	0	1.1	16	i	-0.7	-6	2.0
16	COC(=O)c1ccc(CN2CCC(CO)(Cc3ccc(OC)cc3)CC2)cc1	-4	10	5	1.2	3	-0.4	-0.5	-2	0.0
17	CCS(=O)(=O)N1N=C(c2ccc(NS(C)(=O)=O)cc2)CC1c1ccccc1 (stereo not drawn)	0	9	0	-0.7	2	-0.2	4.0	-7	/
18	CC1=[N+](C)c2c(ccc3cccnc23)C1(C)C	?	2	8	20	22	-0.1	?	0	0.1
19	CCNc1nc(Oc2ccccc2)nc(OC(C)C(=O)OCC)n1 (stereo not drawn)	2	-8	-1	0.6	-7	-0.6	0.6	-16	/
20	CCC(C)(C)NC(=O)CN(C(=O)c1csnn1)c1cccc2c1CCCC2	5	7	3	-0.9	-2	-0.1	0.2	-15	1.9

# Single values from the list.
# `CCNc1nc(Oc2ccccc2)nc(OC(C)C(=O)OCC)n1` (stereo not drawn) | Y pestis TopoI = -8
# `CC(Sc1nc2scc(-c3ccccc3)c2c(=O)[nH]1)C(=O)NC(N)=O` (stereo not drawn) | TcdB inh = 2.0
# `Cc1c(C(=O)OC(C)C)sc(NC(=O)C2CCCO2)c1C(=O)OC(C)C` (stereo not drawn) | SSB-PriA inh = -18
# `CC1=[N+](C)c2c(ccc3cccnc23)C1(C)C` | PrPC surface inh = 22

# (list continues)
no.	Structure	Anthrax LF prot	Y pestis TopoI	3CLpro inhibitor	PfHsp40 rescue	PrPC surface inh	BH1578 lux ind	BoNT-A LC inh2	SSB-PriA inh	TcdB inh
21	Cc1cccc(CN2CCN(Cc3ccc(Cl)cc3)CC2)c1	-2	8	-2	0.0	8	-0.2	-0.4	-9	/
22	CCCOc1ccccc1N/C(=N/c1nc(C)cc(C)n1)NC(=O)Nc1ccc(Cl)cc1	1	-7	4	-1.2	7	i	-0.7	/	/
23	Cc1cccc(N(C(=O)CNC(=O)c2ccco2)C(C(=O)NC2CCCC2)c2ccncc2)c1 (stereo not drawn)	6	-3	3	-1.0	-5	0.3	-0.1	-4	/
24	COC(=O)c1ccccc1NC(=O)C1CCN(C(=O)N2CCOc3ccccc32)CC1	4	22	-3	-1.4	6	-0.3	-0.6	4	0.8
25	CC(C)(C)NC(=O)c1ccc(NC(=O)C2COc3ccccc3O2)cc1 (stereo not drawn)	-2	-2	0	-0.4	3	-0.3	0.3	-12	/
26	O=C(Nc1ccc(Br)cc1)c1ccco1	-2	2	1	-0.8	-6	-0.5	-0.4	-1	-0.4
27	COc1cc(NS(=O)(=O)N2CCCC2)cc(OC)c1OC	-2	-9	9	1.5	11	i	-0.5	14	/
28	N#CCCN(C(=S)NC(=O)C1CCCCC1)c1ccccc1F	-2	-4	/	-0.4	-2	-3.3	-0.4	2	-0.8
29	O=C(Nc1ccc(-c2cnco2)cc1)c1ccccc1	-8	-3	-2	1.3	3	-0.4	-0.7	-14	-0.1
30	CCC(C)N(C(=O)Cn1c(Cl)nc2c1c(=O)n(C)c(=O)n2C)C1CCS(=O)(=O)C1 (stereo not drawn)	/	2	0	-2.3	-4	0.4	/	0	-0.4
31	CSc1ccccc1C(=O)NCC(c1ccco1)N(C)C (stereo not drawn)	-1	7	2	-0.1	2	-2.8	1.0	-4	0.5
32	N#Cc1cc(C#N)c(SCC(=O)NCC2CCCO2)nc1N (stereo not drawn)	-1	-6	-4	-1.1	6	-0.2	0.5	2	0.3
33	O=C(CCc1nnc(-c2ccccc2)o1)c1ccc(Cl)cc1	-1	-12	2	0.7	-5	-4.8	0.2	-8	0.6
34	Cc1ccc(C)c(NC(=S)NNC(=O)c2sccc2C)c1	-2	4	5	-0.2	8	-0.4	-0.1	-1	/
35	COc1ccc(CNC(=O)CN(c2ccc(OC)cc2)S(=O)(=O)c2c(C)[nH]c(=O)[nH]c2=O)cc1	-5	2	-4	0.3	6	-1.8	-0.5	-8	0.7
36	COc1ccc(C)cc1NC(=O)NCCC1=CCCCC1	-2	-6	-5	0.4	9	-0.7	-3.5	3	2.0
37	CC(=O)N1N=C(c2ccccc2)OC1(C)CC(=O)Nc1ccccc1 (stereo not drawn)	0	3	-2	1.8	0	0.9	0.4	-5	2.4
38	Cc1ccc(S(=O)(=O)N(CC2CO2)c2cc(Cl)ccc2Cl)cc1 (stereo not drawn)	-3	16	3	-0.3	0	-0.2	1.9	-12	-0.5
39	CCN(CC)C(=O)c1ncn(C)c1C(=O)N(CC)CC	-2	2	/	-0.9	-2	-0.7	-0.4	-16	1.4
40	Cn1ncc2c(=O)[nH]cnc21	0	-2	-5	-0.1	-2	-0.4	0.1	5	0.3

# (more compounds)
no.	Structure	Anthrax LF prot	Y pestis TopoI	3CLpro inhibitor	PfHsp40 rescue	PrPC surface inh	BH1578 lux ind	BoNT-A LC inh2	SSB-PriA inh	TcdB inh
41	O=C(Nc1ccc(F)c(F)c1)c1ccc(-n2cncn2)c([N+](=O)[O-])c1	-12	-5	/	1.5	-20	-0.6	0.3	3	7.6
42	COc1ccc(-n2nc(C(=O)NCC(=O)NCC3COc4ccccc4O3)c3ccccc3c2=O)cc1 (stereo not drawn)	0	8	3	0.6	-2	i	0.0	-20	0.1
43	CCc1c(C(=O)Nc2ccc(OC)c(Cl)c2)[nH]c(C)c1C(C)=O	-9	-4	-2	2.0	16	-0.7	-0.9	9	/
44	CCCNC(=O)NC(C(=O)OC)C12CC3CC(CC(C3)C1)C2 (stereo not drawn)	4	6	0	-0.4	4	5.6	0.9	-12	/
45	O=c1c2cnn(-c3ccccc3)c2nc(-c2cccs2)n1-c1cccc(Cl)c1	-1	4	-3	1.1	4	-0.5	0.6	5	/
46	Cc1ccc(S(=O)(=O)N2CCCN(S(=O)(=O)c3ccc4ccccc4c3)CC2)cc1	-9	1	-5	3.6	1	-1.6	-0.1	-12	/
47	OCC[C@@H]1C[C@H](O)[C@@H](O)[C@@]2(OCc3cc(Cl)ccc32)O1	4	1	/	/	2	0.1	-0.2	/	1.2
48	COc1cc2c(cc1OC)CN(C(=O)c1ccc(Br)o1)CC2	5	4	1	-1.3	0	-0.4	0.2	-2	1.0
49	COc1ccc(CC(NC(C)=O)C(=O)NC2CCN(S(=O)(=O)c3cccc4ccccc34)CC2)cc1OC (stereo not drawn)	1	14	-1	0.2	4	-1.5	-0.3	-6	/
50	CCn1cc(C(=O)NC2CCCCCC2)c(=O)c2ccc(C)nc21	/	-1	2	-0.1	3	-0.1	/	-19	0.3
51	CC(C)(COC(=O)Nc1ccccc1)COC(=O)Nc1ccccc1	2	3	5	7.5	7	i	-2.2	-15	1.5
52	COc1ccc(NC(=O)c2coc(C)c2)cc1	-6	2	2	0.5	-4	i	-1.0	0	-1.3
53	CCOC(=O)C1CCCN(C(=O)c2cccc(S(=O)(=O)N3CC(C)OC(C)C3)c2)C1 (stereo not drawn)	-2	-7	-4	0.0	3	-0.6	0.0	-5	-0.2
54	O=C1CC(=O)OC(c2ccc([N+](=O)[O-])cc2)O1	-2	0	/	/	/	i	-0.1	/	/
55	Cc1ccc(-c2ocnc2C(=O)Nc2ccccc2NC(=O)c2ccccn2)cc1	-4	13	-2	0.1	-11	i	1.0	-3	0.7
56	CN(C)/C=C(\C#N)S(=O)(=O)c1ccc(Cl)cc1	-14	-11	-1	0.1	9	i	0.1	-5	0.2
57	Cc1ccoc1C(=O)NCc1occc1C(=O)O	2	7	-1	0.9	-8	-0.3	1.3	-9	/
58	CCC(=C/c1sc2ccc3ccccc3c2[n+]1C)/C=C1\Sc2ccc3ccccc3c2N1C	/	3	-2	0.1	5	i	/	7	0.8
59	COc1cc(/C=C2/SC(=O)NC2=O)ccc1OC(=O)c1ccco1	-1	4	-3	0.5	-1	-1.0	-1.5	-15	-0.1
60	CC(C)(C)c1cc(C(=O)N2CCc3ccccc3C2)ccn1	-6	8	-4	0.1	-1	0.6	-2.1	4	0.4
61	CC(C)=CCN1CCN(Cc2ccc(N3CCNC3=O)cc2)CC1CCO (stereo not drawn)	-2	4	4	1.2	4	1.1	-1.2	4	1.5

# Profiles, quoted from the list. Order of values: Anthrax LF prot	Y pestis TopoI	3CLpro inhibitor	PfHsp40 rescue	PrPC surface inh	BH1578 lux ind	BoNT-A LC inh2	SSB-PriA inh	TcdB inh
# Profile of `COc1ccc(CC(NC(C)=O)C(=O)NC2CCN(S(=O)(=O)c3cccc4ccccc34)CC2)cc1OC` (stereo not drawn) = 1	14	-1	0.2	4	-1.5	-0.3	-6	/
# Profile of `COc1ccc(-n2nc(C(=O)NCC(=O)NCC3COc4ccccc4O3)c3ccccc3c2=O)cc1` (stereo not drawn) = 0	8	3	0.6	-2	i	0.0	-20	0.1
# Profile of `CCCNC(=O)NC(C(=O)OC)C12CC3CC(CC(C3)C1)C2` (stereo not drawn) = 4	6	0	-0.4	4	5.6	0.9	-12	/
# Profile of `CCn1cc(C(=O)NC2CCCCCC2)c(=O)c2ccc(C)nc21` = /	-1	2	-0.1	3	-0.1	/	-19	0.3
# Profile of `OCC[C@@H]1C[C@H](O)[C@@H](O)[C@@]2(OCc3cc(Cl)ccc32)O1` = 4	1	/	/	2	0.1	-0.2	/	1.2

# Screening results from PubChem.
